Bioassay records (PubChem)
GPR151 ag – activators of human GPR151; PathHunter beta-arrestin GPR151 cells, luminescence; actives 1% (n = 650,000); activation, % at 11.2 µM; in the data active = activation above about 4.9%;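 note: 0% = median of compound wells and 100% = cells with positive control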
Target sequence (Q8TDV0 whole entry, looked up): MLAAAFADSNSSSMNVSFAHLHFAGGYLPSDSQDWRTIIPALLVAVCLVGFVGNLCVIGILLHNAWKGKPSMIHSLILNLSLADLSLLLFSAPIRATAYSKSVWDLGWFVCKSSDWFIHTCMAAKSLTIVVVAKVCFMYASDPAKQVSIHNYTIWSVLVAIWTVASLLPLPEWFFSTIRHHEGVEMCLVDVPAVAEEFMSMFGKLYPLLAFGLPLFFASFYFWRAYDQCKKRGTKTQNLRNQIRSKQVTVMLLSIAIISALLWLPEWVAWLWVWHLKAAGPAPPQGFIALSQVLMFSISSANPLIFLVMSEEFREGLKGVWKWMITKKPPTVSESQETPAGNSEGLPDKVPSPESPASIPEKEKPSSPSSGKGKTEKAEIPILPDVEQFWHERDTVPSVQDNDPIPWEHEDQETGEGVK
MITF inh – human MITF inhibition, primary screen; AlphaScreen MITF homodimerization, bead proximity signal; inhibition, % at 2.6 µM; actives 0.91% (n = 650,000); AID 1259374; in the data active = inhibition above about 50%;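 note: 0% = vehicle wells with protein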
FBW7 activator – human FBW7 E3 ligase activation, primary screen | Q969H0 | AlphaScreen FBW7–phospho-cyclin E peptide binding, activator screen | normalized activity (activation), % at 26.1 µM | actives 0.13% (n = 650,000) | AID 1259310; in the data active = normalized activity above about 1.9%;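 note: purified mutant Fbw7 with reduced substrate affinity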
TEAD-YAP block – TEAD-YAP interaction inhibition | inhibition, % at 9.12 µM | actives 1.4% (n = 640,000) | HEK-TIYL cells, TEAD-Gal4/YAP UAS-luciferase luminescence; in the data active = inhibition above about 32%;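 note: 0% = median of test compound wells and 100% = reference inhibitor wells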
* = called active by the depositor.

mol,GPR151 ag,MITF inh,FBW7 activator,TEAD-YAP block
COc1ccc(CC(=O)Nc2c(C(=O)Nc3ccc(OC)cc3)oc3ccccc23)cc1,2.8,-6,0.2,0
Cc1noc(NS(=O)(=O)c2ccc(NC(=O)COc3ccccc3[N+](=O)[O-])cc2)c1C,1.3,3,0.2,3
NNC(=O)c1cccc(OCc2ccc(F)cc2)c1,-1.7,-2,-0.1,-2
CNS(=O)(=O)c1ccc(NC(=O)c2ccccc2C(=O)O)cc1 (tested in a mixture with another compound),2.2,23,0.4,9
CSc1ccccc1Nc1ncnc2c1cnn2-c1cccc(C)c1,-0.1,-11,-0.2,60*
N#C/C(=C/C=C/c1ccco1)C(=O)Nc1cccc(Br)c1,1.3,-11,-0.2,-2
O=C1c2ccccc2-c2nc3nonc3nc21,-1.1,-5,-0.1,9
Cn1cnnc1SCC(=O)N(c1ccccc1)c1ccccc1,0.8,1,0.9,-3
CCOc1cc(C2NC(=O)NC(C)=C2C(=O)Nc2ccccc2)ccc1OCc1ccccc1 (configuration not stated),2.0,6,0.2,6
Cc1ccc(-c2csc(/C(C#N)=C/c3ccc([N+](=O)[O-])cc3)n2)cc1,0.9,5,0.6,-3
O=C(CCC1CCCC1)NCc1ccccc1Cl,1.1,-12,0.3,-64
O=C(O)CCCCCn1c(SCC(=O)NCCC2=CCCCC2)nc2ccsc2c1=O,-0.8,5,0.1,-6
CCOC(=O)N1CCC(NC(=O)C2CC23CCN(Cc2ccsc2)CC3)CC1 (configuration not stated),-0.2,0,0.1,-15
CC(=O)Nc1ccc(N2CC(C(=O)O)CC2=O)cc1 (configuration not stated),-1.1,12,0.1,9
CCOC(=O)c1cc(CC)sc1NC(=O)CN1C(=O)c2ccccc2S1(=O)=O,-0.2,-4,-0.1,-6
COc1cc([N+](=O)[O-])ccc1NC1=CC(=O)CC(C)(C)C1,0.9,-2,-0.1,-3
CN(C)c1ccc(/C=N/NC(=O)c2nnn(-c3nonc3N)c2CN2CCOCC2)cc1,-2.1,12,0.0,-10
Cc1ccc(S(=O)(=O)NCC(=O)NCC(N)=O)cc1,0.9,4,-0.6,-1
Cc1cc2ccccc2n1CCNC(=O)/C=C/c1ccc2c(c1)OCO2,1.9,17,-0.2,5
COc1ccc(NC(=O)c2ccc3c(=O)n(CCc4ccccc4)c(SCc4cccc([N+](=O)[O-])c4)nc3c2)cc1OC,0.2,-8,0.1,-9
CCn1nc(-c2ccc(Cl)cc2)c2c(=O)n(C)c(=O)[nH]c21,-0.5,6,-0.1,3
CCOC(=O)c1c(NC(=O)c2cnn3c2NC(c2ccc(C)cc2)CC3C(F)(F)F)sc2c1CCCC2 (configuration not stated),0.0,-2,-0.1,4
Cc1ccc(C(=O)N2CCN(c3ccc(F)cc3)CC2)o1,-0.4,15,0.2,10
Cc1cccc(C)c1-n1c(N)c(C(=O)Nc2ccc(Br)cc2)sc1=S,0.6,9,0.3,3
O=C(N(c1ccccc1)c1ccccc1)n1cncn1,1.1,2,0.0,0
Cc1ccc(NC(=O)CCC(=O)NNC(=O)/C=C/c2ccccc2)c(C)c1,-1.3,8,-0.1,-9
COc1cccc(C(=O)CC2(O)C(=O)N(C(C)C)c3ccccc32)c1 (configuration not stated),0.0,1,0.0,-4
COc1cccc(C(C)NC(=O)c2c(F)cccc2Cl)c1 (configuration not stated),-0.1,3,-0.2,1
O=C(CSc1nc2ccccc2n1S(=O)(=O)c1cccs1)NCc1cccs1,1.4,10,0.1,0
CCCCOc1cc(/C=N/Nc2ccc(S(N)(=O)=O)cc2)ccc1OC,-1.1,7,0.0,-6
COc1cc(/C=C2/N=C(c3ccc(C)cc3)OC2=O)cc(OC)c1OC,-0.9,8,-0.1,-4
O=C(NCC1CCCO1)c1ccc(NC(=O)C2(c3ccccc3)CCCC2)cc1 (configuration not stated),-0.7,-19,-0.1,-2
CCN(CC)CCOC(=O)/C=C/c1ccc(OC)cc1,-2.1,5,-0.1,0
O=C(O)c1cccc(S(=O)(=O)N2CCC(C(=O)O)CC2)c1,-0.4,18,0.8,18
COC(=O)C(NS(C)(=O)=O)(c1ccc(N(C)C)cc1)C(F)(F)F (configuration not stated),-0.3,0,0.2,12
Cc1noc(C)c1-c1cc(NCc2cccc(C(F)(F)F)c2)nc(N)n1,3.8,-1,0.3,17
COc1ccc(CN2CCNC(=O)C2CC(=O)NCc2csc(C(C)C)n2)c(OC)c1 (configuration not stated),0.2,-1,0.2,0
CCc1nc(NCCC(=O)O)c2oc3ccccc3c2n1,-1.4,-13,0.2,4
O=C(Cn1c(=O)c(=O)n(Cc2ccccc2)c2ccc(Cl)cc21)N1CCCCC1,-0.7,-4,-0.1,-8
COc1cc(NC(=O)COc2ccc(C(C)C)cc2)c(OC)cc1Cl,1.7,1,-0.1,12
O=C(Cn1nnc2c(cnn2-c2ccc(F)cc2)c1=O)OC1CCCCC1,-1.1,-8,-0.1,9
COc1cccc(CN2CCNC(=O)C2CC(=O)N(C)CCc2ccccc2)c1OC (configuration not stated),0.4,2,-0.1,-3
C=CCN=c1scc(-c2ccc(Cl)cc2)n1/N=C/c1cccnc1,0.0,24,-0.3,9
CCCCOc1ccccc1NC(=O)CC1SC(=NCC)N(CC)C1=O (configuration not stated),3.2,-24,0.2,-6
Brc1ccccc1C1N=C(c2ccccc2)NO1 (configuration not stated),0.2,9,-0.1,-28
CC1CCN(S(=O)(=O)c2ccc(-c3nnc(SCC(=O)NC(C)C)o3)cc2)CC1,2.7,-3,-0.1,-2
COc1cccc2cc(NC(=O)/C=C/c3ccccc3)c(=O)oc12,0.9,2,0.0,-11
c1ccc2c(c1)CC(c1nc3ccc(-c4ccncc4)cc3[nH]1)O2 (configuration not stated),-1.5,9,0.3,-43
CCN(CC)CCNC(=O)c1cn(CCOC)c(=O)c2c1c1ccccc1n2C,-0.5,-4,0.0,2
Cc1cc(C)nc(SCC(=O)Nc2ccc3c(c2)OCO3)n1,0.5,6,0.0,6
COc1ccc(CCC(=O)N2CCC3(CC2)OCc2cccc(OC)c2O3)cc1,-0.3,10,-0.2,-6
[O-][n+]1cc(Cl)cc(Cl)c1N1CCN(C(=S)Nc2ccccc2)CC1,0.1,-16,0.1,-3
COc1ccccc1Nc1cc(C(=O)NCc2cccnc2)c2ccccc2n1,0.5,-4,0.0,8
O=C(Nc1ccc2c(c1)CCN2C(=O)C1CCCC1)C1CC1,1.5,7,0.0,-4
COc1ccc(NC(=O)c2cc(S(=O)(=O)N3CCc4ccccc43)ccc2F)cc1,3.4,6,0.1,-7
CCc1cc(CNC(=O)CCc2nnc(CCc3ccccc3OC)o2)on1,2.5,-13,0.1,-30

Next section:
mol,GPR151 ag,MITF inh,FBW7 activator,TEAD-YAP block
CSc1ccc(/C=C2/C(=O)NC(=O)N(C)C2=O)cc1,0.5,13,-0.3,4
Cc1cc(Cl)ccc1NCC(=O)N/N=C/c1cccs1,-1.9,-1,-0.1,3
O=C(O)c1ccc2c(=O)nc3n(c2c1)Cc1ccccc1-3,-1.3,-5,-0.2,-8
CC(C)CCN1C(=O)C2C(C(=O)Nc3ccc(F)c(Cl)c3)C3C=CC2(O3)C1C(=O)NC1CCCC(C)C1C (configuration not stated),-0.7,-3,-0.1,-3

Filtered by structure, the entries above containing an aryl methoxy group
mol,GPR151 ag,MITF inh,FBW7 activator,TEAD-YAP block
COc1ccc(CC(=O)Nc2c(C(=O)Nc3ccc(OC)cc3)oc3ccccc23)cc1,2.8,-6,0.2,0
COc1cc([N+](=O)[O-])ccc1NC1=CC(=O)CC(C)(C)C1,0.9,-2,-0.1,-3
COc1ccc(NC(=O)c2ccc3c(=O)n(CCc4ccccc4)c(SCc4cccc([N+](=O)[O-])c4)nc3c2)cc1OC,0.2,-8,0.1,-9
COc1cccc(C(=O)CC2(O)C(=O)N(C(C)C)c3ccccc32)c1 (configuration not stated),0.0,1,0.0,-4
COc1cccc(C(C)NC(=O)c2c(F)cccc2Cl)c1 (configuration not stated),-0.1,3,-0.2,1
CCCCOc1cc(/C=N/Nc2ccc(S(N)(=O)=O)cc2)ccc1OC,-1.1,7,0.0,-6
COc1cc(/C=C2/N=C(c3ccc(C)cc3)OC2=O)cc(OC)c1OC,-0.9,8,-0.1,-4
CCN(CC)CCOC(=O)/C=C/c1ccc(OC)cc1,-2.1,5,-0.1,0
COc1ccc(CN2CCNC(=O)C2CC(=O)NCc2csc(C(C)C)n2)c(OC)c1 (configuration not stated),0.2,-1,0.2,0
COc1cc(NC(=O)COc2ccc(C(C)C)cc2)c(OC)cc1Cl,1.7,1,-0.1,12
COc1cccc(CN2CCNC(=O)C2CC(=O)N(C)CCc2ccccc2)c1OC (configuration not stated),0.4,2,-0.1,-3
COc1cccc2cc(NC(=O)/C=C/c3ccccc3)c(=O)oc12,0.9,2,0.0,-11
COc1ccc(CCC(=O)N2CCC3(CC2)OCc2cccc(OC)c2O3)cc1,-0.3,10,-0.2,-6
COc1ccccc1Nc1cc(C(=O)NCc2cccnc2)c2ccccc2n1,0.5,-4,0.0,8
COc1ccc(NC(=O)c2cc(S(=O)(=O)N3CCc4ccccc43)ccc2F)cc1,3.4,6,0.1,-7
CCc1cc(CNC(=O)CCc2nnc(CCc3ccccc3OC)o2)on1,2.5,-13,0.1,-30
